mcGAS inh: mouse cGAS inhibition by luminescence; Q8C6L5; recombinant cGAS, Kinase-Glo ATP depletion luminescence; inhibition, % at 12.5 µM; 0.15% of 160,000 active; AID 1259399;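 further: 0% = negative control wells and 100% = reference inhibitor with no enzyme activity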
NPYLR7 ag: mosquito NPYLR7 agonism; HEK293T NPYLR7/Galpha15, GCaMP6s calcium fluorescence; activation, % at 10 µM; 0.15% of 270,000 active; in the data active means activation above about 40%;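 further: 0% = vehicle and 100% = reference agonist at the receptor; some compounds past the cut are filed as inactive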
hcGAS lum: inhibitors of human cGAS | recombinant h-cGAS, ATP depletion, Kinase-Glo luminescence | inhibition, % at 12.5 µM | Q8N884 | 0.081% of 290,000 active;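 further: 0% = vehicle reaction and 100% = reaction without DNA for no activity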
Target sequence (Q8N884 whole entry, looked up): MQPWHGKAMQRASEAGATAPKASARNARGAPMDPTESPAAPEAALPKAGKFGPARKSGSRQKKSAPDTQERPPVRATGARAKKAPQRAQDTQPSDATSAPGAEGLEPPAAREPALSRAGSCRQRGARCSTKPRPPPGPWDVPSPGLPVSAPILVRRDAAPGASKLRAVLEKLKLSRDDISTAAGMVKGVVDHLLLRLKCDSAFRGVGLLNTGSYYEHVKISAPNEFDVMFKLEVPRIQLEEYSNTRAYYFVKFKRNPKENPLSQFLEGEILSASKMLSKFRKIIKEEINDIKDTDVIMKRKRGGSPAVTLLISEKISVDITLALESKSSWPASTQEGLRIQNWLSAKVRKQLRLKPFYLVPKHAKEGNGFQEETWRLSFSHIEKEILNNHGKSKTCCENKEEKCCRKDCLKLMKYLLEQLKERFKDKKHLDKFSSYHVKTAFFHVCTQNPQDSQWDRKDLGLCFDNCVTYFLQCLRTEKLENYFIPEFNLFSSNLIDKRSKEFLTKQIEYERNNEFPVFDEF
Starred values were filed as active, the others as inactive; nt = no result given; & = joins results of further samples. Unless noted, no stated cut-off is given here; in the data, active means inhibition above about 40%; inactive means the rest.

SMILES	mcGAS inh	NPYLR7 ag	hcGAS lum
O=C(NCCN(CC(F)(F)F)C(=O)c1ccc(Cl)cc1)c1ccc(Cl)cc1	nt	-1	-10
COc1ccc(CCNC(=O)N2CCCCC2CN2CCOCC2)cc1 (configuration not stated)	nt	13	-6
CN1CCN(c2nc3c(c(=O)[nH]c(=O)n3C)n2Cc2ccccc2)CC1	-9	1	-6
C=CCN1C[C@@H]2C[C@@H](C(=O)OCC)N(C(=O)c3cccs3)c3cccc(c32)C1=O	2	2	5
Cc1ccsc1C(CNC(=O)c1cc(=O)[nH]c(=O)[nH]1)N(C)C (configuration not stated)	nt	3	6
COc1ccc(C2=NOC(CNCc3cccc(C(F)(F)F)c3)C2)cc1OC (configuration not stated)	-5	-3	-2
COc1ccccc1-n1c(SCc2nc(C(=O)NCCc3ccc(Cl)cc3Cl)cs2)nnc1-c1ccncc1	-5	2	-8
O=C(Cc1ccccn1)N1CCN(C(=O)c2cc(Cl)c[nH]2)CC1	nt	-5	1
CCOC(=O)CSc1nc2c([nH]c3ccccc32)c(=O)n1-c1ccc(C)cc1	-4	0	-1
COc1ccccc1CC(C)N(Cc1ccccc1)C(=O)C1CCOC1 (configuration not stated)	nt	2	-5
CCCCNC(=O)C(C)(C)n1cc(-c2ccc(C)cc2C)cn1	-7	-11	-5
C=CCn1c(=O)c2c(nc3n2CCCN3c2ccc(F)cc2)n(C)c1=O	nt	-2	-1
Cc1cc(NC(=O)c2ccc(C#N)cc2)n(-c2nc3c(F)cccc3s2)n1	-3	-9	-3
CCN1CCN(Cc2nc3c(c(=O)n(C)c(=O)n3C)n2Cc2ccc(Br)cc2)CC1	-8	1	-3
CCSc1c(CC)cnc2c1c(=O)n(C)c(=O)n2C	-6	5	-3
O=C(c1ccc(=O)n(Cc2ccc(F)cc2)n1)N1CCC(Cc2ccccc2)CC1	nt	3	-16
O=C(O)CSc1nc2ccccc2n1CCOc1ccccc1	nt	5	2
O=C(c1cccc(-n2cccn2)n1)N(CC1CCCO1)C1CCCC1 (configuration not stated)	-17	-3	-9
O=C(O)c1ccc(-c2c(N3CCCC3)cn[nH]c2=O)s1	nt	0	5
O=C(NCCS(=O)(=O)N1CCN(c2ccccn2)CC1)c1n[nH]c2ccccc12	nt	-8	-4
NC(=O)C1CCCCN1C(=O)c1ccc(-c2ccc(F)cc2)s1 (configuration not stated)	-8	3	-9
C=CCSC(C)C(=O)N1CCn2c(C(N)=O)cnc2C1 (configuration not stated)	nt	20	-12
CCN1CCc2c(sc(NC(=O)CS(=O)(=O)c3ccccc3)c2-c2nc3ccccc3s2)C1	-8	22	-9
O=C(CN1C(=O)CSC1c1ccc2c(c1)OCCO2)NCc1ccc(F)cc1 (configuration not stated)	-8	-2	-9
COc1cccc(N2CCN(C(=O)C3CCC(=O)N(C4CC4)C3)CC2=O)c1 (configuration not stated)	nt	5	-7

Later entries:
SMILES	mcGAS inh	NPYLR7 ag	hcGAS lum
Cc1[nH]n(-c2nc(-c3ccccc3)cs2)c(=O)c1N=Nc1cccc(Cl)c1	-3	-6	1
CCOC(=O)CN1C(=O)CCN(C(=O)OCC(C)C)CC(OC)c2ccccc21 (configuration not stated)	0	2	1
C(=NNc1nc2ccccc2[nH]1)c1ccco1	nt	4	-13
O=C(O)C1CCCN(C(=O)c2cccc(Cl)c2Cl)C1 (configuration not stated)	nt	-6	1
Cc1cc(C)cc(N2CCN(C(=O)C3CCC(=O)N(C4CCCC4)C3)CC2=O)c1 (configuration not stated)	nt	1	5
Cc1ccc(C(C)(C)C)cc1S(=O)(=O)NCc1cccnc1	-1	5	1
Cc1c(C(=O)NCC2CCCO2)c(C(F)(F)F)nn1C1CCCN(C)C1 (configuration not stated)	nt	18	-6
CC(=O)Nc1cnc(-c2cccc([N+](=O)[O-])c2)cn1	nt	6	-7
O=C(O)c1cc2n(n1)CCCN(C(=O)CCc1c[nH]c3ccccc13)C2	0	-8	5
Cc1nc2ccc(-n3ccnc3-c3nccn3C)cc2[nH]1	-16	7	-2
COc1cccc(F)c1-c1ccc(SCC(N)=O)cc1	nt	-2	-5
Cc1ccccc1C(=O)Nc1c(C)nc2scc(C)n2c1=O	-3	6	0
C=CCn1c(=S)[nH]c2scc(-c3ccc(C)o3)c2c1=O	5	-1	-1
Cn1nnc2c(=O)n(CC(=O)c3ccccc3)cnc21	nt	-1	-7
Cc1ccccc1-c1nc2c(C)cccn2c1NC(C)(C)CC(C)(C)C	-5	-5	-3
COc1ccc(-n2c(-c3ccccc3)cc(C(=O)N3CCC(n4c(=O)[nH]c5ccccc54)CC3)c2C)cc1OC	-4	-12	-7
COc1ccccc1-c1cc(C(=O)N2CCOCC2)nc2cc(C(C)(C)C)nn12	-5	15	-6
COC(=O)C(C#N)=C(SC)SC	nt	14	-3
Cn1c(SCC(=O)NC(C)(C)C)nnc1-c1cnccn1	-4	0	-5
CCCCc1ccc(C(=O)N(C)C(C)Cc2cc(C)ccn2)nc1 (configuration not stated)	nt	15	-6
CC(OCC(O)CNC1CCCC(C)C1C)c1ccc(Cl)cc1 (configuration not stated)	nt	-2	3
CCn1nc(C(C)C)cc1C(=O)N1CCN(C(C)C)C(C)C1 (configuration not stated)	-16	nt	-1
COc1ccccc1NC(=O)c1ccc(Nc2nc(-c3ccccc3)c3cc(C)ccc3n2)cc1	1	2	-2
CC(Oc1cccc(C#N)c1)C(=O)NC(=O)NC(C)(C)C (configuration not stated)	nt	11	-1
O=C(NN=C1CCCCC1)c1ccccc1Cl	nt	5	-8

Other entries follow:
SMILES	mcGAS inh	NPYLR7 ag	hcGAS lum
CC1CCN(S(=O)(=O)c2ccc(F)cc2F)CC1	nt	1	-9
Cn1cc(Cl)c(C(=O)Nc2nc3ccc(Cl)cc3s2)n1	nt	8	-3
CCc1cccc2c(C(CC(=O)N3CCN(C(C)=O)CC3)c3cccc(C(F)(F)F)c3)c[nH]c12 (configuration not stated)	-8	-1	-6
CCOC(=O)c1cnn2c1NC(C)CC2C(F)F (configuration not stated)	nt	4	2
NC(=O)c1ccsc1NC(=O)c1cc(Cl)sc1Cl	nt	2	-6
Cc1ccc2c(CC(=O)N3CC(=O)N(CC(C)C)CC(OCc4ccccn4)C3)cc(=O)oc2c1 (configuration not stated)	-5	16	-2
COc1cccc(OC)c1C(=O)N1C(C(=O)NCc2ccco2)COC12CCCCC2 (configuration not stated)	-8	-2	-7
COCc1cc(N2CCN(c3ccccc3Cl)CC2)nc(SCc2ccc(C(=O)O)cc2)n1	-4	6	-3
COc1ccc(Br)cc1/C=C/C(=O)N1CCCC1c1nnc2c(C(F)(F)F)cccn12 (configuration not stated)	-3	-8	-4
CN1CCCN(c2ncnc3sc4c(c23)CCCC4)CC1	nt	-8	2
COc1cc(Nc2cc3c(cn2)cc(-c2cccnc2)n3Cc2ccccc2)cc(OC)c1OC	-7	-16	-4
COc1cccc(-c2cc(CNC(=O)COc3ccccc3)no2)c1	-8	1	-10
CC(C)OC(=O)c1ccc(NC(=S)NC(=O)c2cncc(Br)c2)cc1	nt	0	-6
CS(=O)(=O)Nc1cccc(-c2nccc3n[nH]c(C4CCCCC4)c23)c1	-4	4	-5
COC(=O)c1ccc2c(c1)CN(C(=O)CCc1ccccc1O)CC2	nt	5	1
CC(=O)c1c[nH]c(C(=O)N2CC=C(c3ccc(F)cc3)CC2)c1	nt	5	-8
Cc1cc(C)n(-c2cccc(NC(=O)N3CCC[C@@H]3CO)c2)n1	nt	-4	-6
CC1=CN2C(=NC(=O)CC2(C)C(=O)NCCCN(CC(C)C)CC(C)C)C=C1 (configuration not stated)	nt	8	-1
N#Cc1ccc(CN[C@@H]2c3ccccc3C[C@@H]2O)cc1	nt	5	-16
O=C(CSc1nc(=O)n(CCO)c2c1CCCC2)N1CCc2ccccc21	-10	-8	-9
O=C(CCN=C1NS(=O)(=O)c2ccccc21)NCCSc1ccc(Cl)cc1	nt	8	-2
COc1ccc(N(C)S(=O)(=O)c2ccc(OC)c(N3CCN(C(=O)Cc4cccs4)CC3)c2)cc1	-6	12	2
CCCCOc1ccc(C(=O)N2CCC[C@@H]2C(=O)NC2CCC(NC(=O)c3ccccc3)CC2)cc1 (some centres not stated)	-6	3	-4
c1ccc2oc(-c3nn4c(CN5CCCCCC5)nnc4s3)cc2c1	-1	9	1
CC1CN(c2cc(Cl)nc(SCC(=O)O)n2)CCN1C(=O)c1ccccc1F (configuration not stated)	nt	40	-4

No new results follow: 17 of the compounds above.
SMILES	mcGAS inh	NPYLR7 ag	hcGAS lum
O=C(NCCN(CC(F)(F)F)C(=O)c1ccc(Cl)cc1)c1ccc(Cl)cc1	nt	-1	-10
COc1ccc(CCNC(=O)N2CCCCC2CN2CCOCC2)cc1 (configuration not stated)	nt	13	-6
CN1CCN(c2nc3c(c(=O)[nH]c(=O)n3C)n2Cc2ccccc2)CC1	-9	1	-6
C=CCN1C[C@@H]2C[C@@H](C(=O)OCC)N(C(=O)c3cccs3)c3cccc(c32)C1=O	2	2	5
Cc1ccsc1C(CNC(=O)c1cc(=O)[nH]c(=O)[nH]1)N(C)C (configuration not stated)	nt	3	6
COc1ccc(C2=NOC(CNCc3cccc(C(F)(F)F)c3)C2)cc1OC (configuration not stated)	-5	-3	-2
COc1ccccc1-n1c(SCc2nc(C(=O)NCCc3ccc(Cl)cc3Cl)cs2)nnc1-c1ccncc1	-5	2	-8
O=C(Cc1ccccn1)N1CCN(C(=O)c2cc(Cl)c[nH]2)CC1	nt	-5	1
CCOC(=O)CSc1nc2c([nH]c3ccccc32)c(=O)n1-c1ccc(C)cc1	-4	0	-1
COc1ccccc1CC(C)N(Cc1ccccc1)C(=O)C1CCOC1 (configuration not stated)	nt	2	-5
CCCCNC(=O)C(C)(C)n1cc(-c2ccc(C)cc2C)cn1	-7	-11	-5
C=CCn1c(=O)c2c(nc3n2CCCN3c2ccc(F)cc2)n(C)c1=O	nt	-2	-1
Cc1cc(NC(=O)c2ccc(C#N)cc2)n(-c2nc3c(F)cccc3s2)n1	-3	-9	-3
CCN1CCN(Cc2nc3c(c(=O)n(C)c(=O)n3C)n2Cc2ccc(Br)cc2)CC1	-8	1	-3
CCSc1c(CC)cnc2c1c(=O)n(C)c(=O)n2C	-6	5	-3
O=C(c1ccc(=O)n(Cc2ccc(F)cc2)n1)N1CCC(Cc2ccccc2)CC1	nt	3	-16
O=C(O)CSc1nc2ccccc2n1CCOc1ccccc1	nt	5	2

The listing continues:
SMILES	mcGAS inh	NPYLR7 ag	hcGAS lum
CCC(C)OC(=O)C1=C(C)NC2=C(C(=O)CC(c3ccc(Cl)cc3)C2)C1c1cccc(O)c1 (configuration not stated)	-9	1	-4
Cc1cc(C)n(CC(=O)NCc2ccc(F)cc2)c(=O)c1C#N	-6	4	-2
Cc1nn(C2CCS(=O)(=O)C2)c(Cl)c1/C=C/C(=O)OCC(=O)C12CC3CC(CC(C3)C1)C2 (configuration not stated)	nt	5	-8
Cc1cccnc1NP1(=S)C(=C2N(C)c3ccccc3C2(C)C)C=NN1c1ccccc1 (configuration not stated)	nt	-5	2
COc1cc(C(=O)N2CCN(Cc3cccc(-c4noc(C5CCCC5)n4)c3)CC2)ccc1F	-9	2	-10
CSCc1noc(CN2CCN(C3CCNC3)CC2)n1 (configuration not stated)	-6	nt	-14
O=C(NCc1ccccn1)c1cn(Cc2cccc(C(F)(F)F)c2)nn1	nt	0	-1
CCc1nc2c(sc(=S)n2-c2ccccc2)c(=O)[nH]1	nt	-4	-6
O=S(=O)(/C=C/c1ccccc1)N1CCN(c2ccc3nnc(C4CC4)n3n2)CC1	-10	1	-6
Cc1cc(C)c2[nH]c(O)c(N=NC(=O)c3cccc(O)c3)c2c1	-6	-1	-7
COc1ccc(C2C(O)C(c3c[nH]c4ccccc34)=NN2C(=O)CN2CCCCC2)cc1 (configuration not stated)	nt	0	-8
CCOC(=O)CNC(=O)Nc1ccc(N(C)C)c(C(=O)NC(C)c2ccccc2)c1 (configuration not stated)	-3	10	0
O=C(CN1CN(c2ccccc2)C2(CCN(C(=O)C34CC5CC(CC(C5)C3)C4)CC2)C1=O)NCc1ccco1	0	-7	-1
O=C1CN(C(=O)CCCc2ccc3c(c2)-c2ccccc2C3)CCN1	nt	3	-6
COCCOc1nc(-c2cccs2)n(-c2cccc(NC(=O)c3cccc(OC)c3)c2)n1	-6	nt	-7
C/C=C/c1ccc(OCC(=O)N2CCCC(C(=O)Nc3ccc(Cl)cn3)C2)c(OC)c1 (configuration not stated)	nt	12	-8
CCN(CC(=O)N1CC(=O)N(c2cccc(Cl)c2C)C1)C(=O)c1ccc(Cl)cc1Cl	-5	21	-3
O=C1CCC(NC(=O)OCc2ccccc2)(C(=O)O)O1 (configuration not stated)	nt	1	-2
COCCCN(CC(=O)N(Cc1cccn1Cc1ccccc1Cl)CC(C)C)C(=O)c1ccccc1C	-5	0	-4
CS(=O)(=O)c1ccc2nc(N)sc2c1	-5	5	3
CNC(=O)[C@@H]1C[C@H](N)CN1C(=O)c1cc(=O)n(C)c2ccccc12	nt	7	-7
Cc1ccc(-c2nc(NCCNC(=O)Nc3ccc(F)cc3F)c3ccccc3n2)cc1	-7	1	-4
CC(C)(C)c1cc2nc(-c3ccccc3F)cc(C(=O)N3CCN(C/C=C/c4ccccc4)CC3)n2n1	-21&-7	-3&13	-8&-6
Cc1ccc(C(=O)O)c(N2CCC(CC3CC3)(C(=O)O)CC2)n1	-10	-2	-4
COc1ccc2cc(C(N)=O)c(=Nc3cccc(C(F)(F)F)c3)oc2c1	-5	-4	7
COc1cccc(-c2cc(C(=O)Nc3ccccc3C(C)C)c3ccccc3n2)c1	-8	1	-10
CC1c2ccsc2CCN1CC(O)c1ccccc1 (configuration not stated)	-6	-3	-5
CC(Cc1ccncc1)OC(=O)Cc1csc(C(C)(C)C)n1 (configuration not stated)	nt	-2	-2
CC(=O)NCCNc1ccc(C#N)cc1[N+](=O)[O-]	4	3	-1
C[C@]12C[C@H](O)CC(CO)(CO)C1[C@H](O)C[C@@]13CC4[C@@H](CC12)[C@@]4(C)C3 (some centres not stated)	-4	2	-5

Screening data (PubChem)
